Screens: PubChem BioAssay, The Scripps Research Institute Molecular Screening Center
HCV core inhibition – blockers of core106 self-association – biochemical, TR-FRET, triplicate, confirmation (AID 2152); actives 1% (n = 2,300); TR-FRET GST-/Flag-core106 dimerization, HTRF; active compounds read high; inhibition, % at 5 µM;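 active = mean inhibition over three replicate wells above the hit threshold derived in the earlier primary screen, cut at about 45% in these data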;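 note: 0% = DMSO wells and 100% = unlabelled core106 competitor control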
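Test system: GST- and Flag-tagged HCV core106 peptides, dimerization via antibody TR-FRET | Medium: HEPES/KF buffer, pH 7.45 | Also added: Eu(K)-anti-GST plus XL665-anti-FLAG antibodies | Times: 4 h incubation, 22.5 °C | Signal: TR-FRET, excitation 340 nm, emission 671 and 617 nm | Evaluation: Percent inhibition from emission ratio | Replication: Triplicate wells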
The depositor's hits bear a star. This is a subset (hit frequency here may not be typical).

nr | HCV core inhibition | SMILES
1 | -10 | Cc1ccc(CNC(=O)c2ccc(N3CCC4(CC3)CC(c3cccc(Br)c3)=NO4)c([N+](=O)[O-])c2)cc1
2 | -1 | COC(=O)c1c(NC(=O)CN2CCC3(O)CCCCC3C2c2ccc(OC)cc2OC)sc(C)c1C (configuration not stated)
3 | 0 | O=C(CC1Sc2ccccc2NC1=O)OCc1cc(=O)oc2cc(O)ccc12 (configuration not stated)
4 | 29 | Cc1nnc2ccc(-c3ccc(NC(=O)Cc4cccs4)cc3)nn12
5 | -1 | O=C(NNc1nc(-c2ccccc2)c2cc(Br)ccc2n1)c1ccc(S(=O)(=O)N2CCCCC2)cc1
6 | 15 | Cc1ccc(S(=O)(=O)c2cc3c(=O)n4ccccc4nc3n(Cc3ccco3)c2=N)cc1C
7 | -3 | S=C1NC2=C(CCCC2=C2SCCS2)C(c2ccccc2)N1 (configuration not stated)
8 | 8 | CC(=O)c1ccc2c(c1)C1C=CCC1C(c1ccc(S(=O)(=O)N3CCOCC3)cc1)N2 (configuration not stated)
9 | -7 | CCN(CC)S(=O)(=O)c1ccc(C(=O)NCc2ccc3[nH]c4c(c3c2)CCCC4)cc1
10 | 0 | FC(F)(F)c1ccc(CN2C[C@@H]3C(c4ccccc4)C4(c5cccnc5)CC3(C4)[C@H]2c2ccccc2)cc1 (some centres not stated)
11 | -9 | CC(/C=C/c1ccco1)=N/NC(=O)CNc1ccccc1C
12 | -2 | O=C(Nc1nc2ccccc2[nH]1)C1CC(=O)N(c2ccc3c(c2)OCCO3)C1 (configuration not stated)
13 | 22 | Cc1ccc(-c2nn3c(C)nnc3s2)cc1NC(=O)c1ccc(-c2ccc(Cl)cc2Cl)o1
14 | 19 | N#C/C(=C\c1ccc(O)c(O)c1)C(=O)Nc1cccc2ncccc12
15 | 8 | Cc1cc2oc(C(=O)Nc3ccc(S(=O)(=O)Nc4nccs4)cc3)cc(=O)c2cc1Cl

Arranged by SMILES length (largest number first): some entries from above
nr | HCV core inhibition | SMILES
1 | -10 | Cc1ccc(CNC(=O)c2ccc(N3CCC4(CC3)CC(c3cccc(Br)c3)=NO4)c([N+](=O)[O-])c2)cc1
9 | -7 | CCN(CC)S(=O)(=O)c1ccc(C(=O)NCc2ccc3[nH]c4c(c3c2)CCCC4)cc1
15 | 8 | Cc1cc2oc(C(=O)Nc3ccc(S(=O)(=O)Nc4nccs4)cc3)cc(=O)c2cc1Cl
12 | -2 | O=C(Nc1nc2ccccc2[nH]1)C1CC(=O)N(c2ccc3c(c2)OCCO3)C1 (configuration not stated)
3 | 0 | O=C(CC1Sc2ccccc2NC1=O)OCc1cc(=O)oc2cc(O)ccc12 (configuration not stated)
4 | 29 | Cc1nnc2ccc(-c3ccc(NC(=O)Cc4cccs4)cc3)nn12
11 | -9 | CC(/C=C/c1ccco1)=N/NC(=O)CNc1ccccc1C

Pulled by compound from the list above, three records:
nr | HCV core inhibition | SMILES
2 | -1 | COC(=O)c1c(NC(=O)CN2CCC3(O)CCCCC3C2c2ccc(OC)cc2OC)sc(C)c1C (configuration not stated)
4 | 29 | Cc1nnc2ccc(-c3ccc(NC(=O)Cc4cccs4)cc3)nn12
9 | -7 | CCN(CC)S(=O)(=O)c1ccc(C(=O)NCc2ccc3[nH]c4c(c3c2)CCCC4)cc1

Continued:
nr | HCV core inhibition | SMILES
16 | 8 | Cc1ccc(O)c(N=CC2=C(O)c3ccccc3C2=O)c1
17 | -2 | Cc1ccccc1-n1c(C)cc(/C=C2/C(=N)N3C(c4ccccc4)=CSC3=NC2=O)c1C
18 | 0 | O=C(COC(=O)c1c2c(nc3ccccc13)CCCC2)Nc1ccc2c(c1)OCO2
19 | 10 | O=C(Cn1c2ccccc2c(=O)c2ccccc21)N/N=C/c1cc([N+](=O)[O-])ccc1N1CCCCCC1
20 | -6 | CCCNC(=O)c1ccc2c(=O)c(O)c(-c3ccc(Cl)c([N+](=O)[O-])c3)[nH]c2c1
21 | 12 | O=C(CSc1n[nH]c(=O)[nH]c1=O)Nc1ccc2c(c1)C(=O)c1ccccc1C2=O
22 | -3 | CCOc1cc(C(=O)OCC(=O)NCc2ccco2)cc(OCC)c1OCC
23 | -10 | CC(C)CC(=O)Nc1ccc(C(=O)COc2ccc(-c3nnco3)cc2)cc1
24 | -2 | COC(=O)c1sccc1NC(=O)CSc1ccccc1NS(=O)(=O)c1ccc(Br)cc1
25 | -4 | Cc1ccc(S(=O)(=O)Cn2nnnc2C(C(C)C)N2CCN(c3nc4ccccc4s3)CC2)cc1 (configuration not stated)
26 | -5 | O=C(Nc1ccc(N2CCCC2)c(Cl)c1)c1cccc(-c2cc3ccccc3oc2=O)c1
27 | -2 | Cc1ccc(/C=c2\sc3nc(-c4ccco4)nn3c2=O)o1
28 | -4 | CC(C)c1ccc(NC(=O)C(c2ccccc2)N2CC(=O)Nc3ccccc32)cc1 (configuration not stated)
29 | 31 | Cc1ccc(-c2nc(=S)c3c(n2Cc2ccco2)CC(C)(C)OC3)cc1
30 | -3 | O=C(Nc1ccccc1N1CCCC1)c1cccc(-c2cc3ccccc3oc2=O)c1

Screen by screen, quoted from above.
HCV core inhibition for nos. 18–26, in order: 0, 10, -6, 12, -3, -10, -2, -4, -5

Continued:
nr | HCV core inhibition | SMILES
31 | 26 | CCCCC1=CC2=C(c3ccco3)C(=O)C(C)(OC(=O)c3ccc(OC)cc3)C(=O)C2=CN1Cc1ccc2c(c1)OCO2 (configuration not stated)
32 | -10 | CCc1ccc(CNC(=O)c2cc3c(C)nc4ccccc4c3o2)cc1
33 | -6 | O=C(NCc1ccco1)c1cccc2c1C(=O)N(C1CCCCC1)C2
34 | -5 | Cc1ccc(-n2c(SCC(=O)Nc3cccc(S(=O)(=O)NC4=NCCCCC4)c3)nc3ccccc3c2=O)cc1C
35 | -5 | Clc1cccc(C2Nc3cccc4cccc(c34)N2)c1
36 | 15 | Cc1ccccc1N1CC(C(=O)Nc2nnc(SCC(=O)Nc3nccs3)s2)CC1=O (configuration not stated)
37 | -1 | CCn1c(SCC(=O)Nc2ccc3c(c2)oc2ccccc23)nnc1-c1ccc(N)cc1
38 | 3 | O=C(c1cccc(NS(=O)(=O)c2ccc(F)c(F)c2)c1)N1CCN(C(c2ccccc2)c2ccccc2)CC1
39 | 7 | Cc1nnc(NC(=O)c2cc(-c3ccncc3)nc3c(C)cccc23)s1
40 | -5 | Cc1ccc(-c2cc(C(=O)Nc3cccnc3)c3ccccc3n2)o1
41 | 0 | CC1Cc2ccccc2N1CC(=O)Nc1ccc(S(N)(=O)=O)cc1 (configuration not stated)
42 | -6 | Cc1cc(SCc2ccccc2F)nc(=O)[nH]1
43 | 1 | COC(=O)c1ccccc1NC(=O)C1CCCN(c2nnc(-n3cccc3)s2)C1 (configuration not stated)
44 | 0 | CCCCCCNC(=O)c1cc(-c2ccco2)nc2ccccc12
45 | 5 | CCOP(=O)(OCC)C(C#N)=C1SCN(c2ccccc2)CS1

nr | HCV core inhibition | SMILES
46 | -2 | O=C(Nc1ccc(N2CCCC2)cc1)c1cccc(-c2cc3ccccc3oc2=O)c1
47 | 20 | CSc1nc(SCC(=O)NCc2ccco2)c2c3c(sc2n1)CN(C)CC3
48 | -9 | CC(C)(O)c1ccccc1CC[C@@H](SCC1(CC(=O)O)CC1)c1cccc(/C=C/c2ccc3ccc(Cl)cc3n2)c1
49 | 4 | Cc1[nH]c2ccccc2c1/C=C/c1nc2ccccc2c(=O)n1-c1cccc([N+](=O)[O-])c1
50 | -2 | COc1ccc(/C=c2\sc3nc(-c4ccccc4)c(-c4ccccc4)n3c2=O)cc1OC
51 | 13 | O=C(Cc1cccs1)Nc1nnc(Cc2ccccc2)s1
52 | -7 | O=C(/C=C/Nc1ccc(Cc2ccc(N/C=C/C(=O)C(F)(F)F)cc2)cc1)C(F)(F)F
53 | -1 | O=C1c2ccccc2C(Nc2ccc3c(c2)OCO3)N1Cc1ccc2c(c1)OCO2 (configuration not stated)
54 | 4 | COc1ccc([N+](=O)[O-])cc1NC(=O)CSc1nc(C)cc(C)n1
55 | 3 | Cc1ccc(S(=O)(=O)N2CCN(C(=O)C3Cc4ccccc4CN3C(=O)c3ccco3)CC2)cc1 (configuration not stated)
56 | 30 | CCOC(=O)c1sc(NC(=S)NC(=O)C2CC2)cc1C
57 | 11 | Cc1ccc2[nH]c3c(=S)nc[nH]c3c2c1
58 | -8 | CCNc1ccccc(C(=O)/C=C/c2ccc3c(c2)OCO3)c1=O
59 | -2 | CC(C)[C@H](NS(=O)(=O)c1ccccc1)C(=O)OCC(=O)N1N=C(c2ccc(Cl)cc2)CC1c1ccco1 (some centres not stated)
60 | 4 | COc1cc2c(cc1OC)C1(Nc3c-2c(-c2ccccc2)nn3-c2ccccc2)C(=O)Nc2ccccc21 (configuration not stated)

nr | HCV core inhibition | SMILES
61 | -4 | Cc1ccc2nc(NNC(=O)c3ccc(S(=O)(=O)N4CCc5ccccc5C4)cc3)sc2c1
62 | -13 | CN(C)c1ccc(/C=C/C=C2/SC(=S)N(c3ccccc3)C2=O)cc1
63 | 9 | Cc1ccc(C)c(CN2C(=O)C3CCCN3c3ccc(S(=O)(=O)N4CCOCC4)cc32)c1 (configuration not stated)
64 | 0 | Cc1cc(C(=O)CN2C(=O)NC(c3ccccc3)(c3ccccc3)C2=O)c(C)n1Cc1ccccc1
65 | 6 | Cc1cccc(NC(=O)CNC(=O)c2cccc(-n3cccc3)c2)c1C
66 | 5 | Cc1ccc(OCC(=O)c2ccc(Cl)s2)c([N+](=O)[O-])n1
67 | -6 | C=CCOC(=O)C1=C(C)NC(SCC(=O)Nc2nccs2)=C(C#N)C1c1cccs1 (configuration not stated)
68 | 3 | COc1cc(C2C(C#N)=C(N)Oc3c2ccc2ccccc32)ccc1OCC(=O)Nc1cccc(C)c1 (configuration not stated)
69 | 35 | COc1ccc(-c2cc(-c3ccc(OC)cc3)c(C#N)c(SC)n2)cc1
70 | 4 | O=C(c1cnn2c(C(F)(F)F)cc(-c3cccs3)nc12)N1CCN(C(c2ccccc2)c2ccccc2)CC1
71 | 40 | Cc1c(N2C(=O)c3ccc4c5c(ccc(c35)C2=O)CC4)c(=O)n(-c2ccccc2)n1C
72 | -4 | O=C1c2ccccc2C(Nc2ccc(F)c(Cl)c2)N1Cc1ccco1 (configuration not stated)
73 | -6 | C/C=C\C=C/C(=O)Nc1cccc(C2=NOC3(C2)C[C@@H](C(N)=O)N(C(=O)c2ccc(Cl)cc2)C3)c1 (some centres not stated)
74 | 41 | O=C(Nc1ccc(S(=O)(=O)Nc2nccs2)cc1)c1cc(-c2ccncc2)nc2ccccc12

A second format for two compounds above.
(61) Cc1ccc2nc(NNC(=O)c3ccc(S(=O)(=O)N4CCc5ccccc5C4)cc3)sc2c1
  HCV core inhibition: -4
(67) C=CCOC(=O)C1=C(C)NC(SCC(=O)Nc2nccs2)=C(C#N)C1c1cccs1 (configuration not stated)
  HCV core inhibition: -6
